# SKN-1 block – blocks SKN-1 activity in C. elegans; C. elegans VP596 Pgst-4::GFP/RFP ratio, acrylamide-induced, 24 h; inhibition, % at 21.8 µM; 360,000 compounds, 0.49% hits;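 active = interference check ratio from 0.5 to 1.5 plus GFP to RFP signal ratio inhibition reaching or exceeding a fixed threshold, cut at about 30% in these data, passing the limit was not always enough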; note: some compounds called inactive have numbers as strong as hits
# SUMO1-SIM PPI – alters human SUMO1 binding to SIM partners; 360,000 compounds, 0.33% hits; P63165; SUMO1 binding to a labelled peptide, TR-FRET, 1 h; inhibition, % at 20 µM; AID 602429; in the data active = inhibition above about 37%
# Target sequence (P63165 whole entry, looked up): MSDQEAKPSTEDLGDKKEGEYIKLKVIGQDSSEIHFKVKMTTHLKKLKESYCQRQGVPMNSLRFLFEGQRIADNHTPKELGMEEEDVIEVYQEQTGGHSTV
# Scp1 inh – blocks human Scp-1 phosphatase activity; Q9GZU7; Recombinant Scp1, phosphopeptide, malachite green phosphate absorbance; inhibition, % at 20 µM; 340,000 compounds, 0.88% hits; AID 493091;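 active = inhibition above about 50% at 20 µM, limit read from the data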;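 note: plate controls were DMSO wells with enzyme for no effect and wells lacking enzyme for full effect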
# Target sequence (Q9GZU7 76-261 limits assumed): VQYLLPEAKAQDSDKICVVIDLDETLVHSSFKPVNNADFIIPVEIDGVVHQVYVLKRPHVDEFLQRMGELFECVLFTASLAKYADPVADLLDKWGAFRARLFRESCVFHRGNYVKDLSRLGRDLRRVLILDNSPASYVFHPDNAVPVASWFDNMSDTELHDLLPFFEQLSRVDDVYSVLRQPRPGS
#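 Assay system: SCP-1 catalytic fragment, aa 76-261 | Buffer or medium: Tris acetate buffer pH 5.5 with MgCl2 and Tween-20 | Compound: One concentration, 20 µM, with 1.0% DMSO | Also added: Phospho 17-mer peptide substrate | Signal: Absorbance at 630 nm | Incubation: 45 min enzyme reaction at room temperature | Measure: % inhibition of SCP-1 phosphate liberation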
# TbMetRS inhib – blocks T. brucei methionyl-tRNA synthetase activity; purified T. brucei MetRS, ATP depletion, Kinase-Glo luminescence; inhibition, % at 11.9 µM; 360,000 compounds, 0.4% hits; AID 624268;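 active = inhibition above a per-plate cutoff of the control wells' mean inhibition plus 3 SD, cut at about 5.5% in these data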;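 note: 0% = DMSO wells median and 100% = median of wells with control inhibitor compound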
#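 Measured by: Kinase-Glo luciferase luminescence reporting remaining unconsumed ATP. Material: purified T. brucei MetRS enzyme. Doses: 11.9 µM compound single dose, 0.9% DMSO. Medium: HEPES buffer containing pyrophosphatase, BSA, spermine, DTT. Times: 15 min preincubation, 2 h reaction, all 25 °C. Reagent: methionine, ATP and bulk E. coli tRNA.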
# DNMT1 block – blocks human DNA methyltransferase DNMT1; DNMT1 molecular beacon, Hinp1I cleavage, fluorescence; inhibition (reported as % activation of signal), % at 10 µM; P26358; AID 588458; 360,000 compounds, 0.83% hits; in the data active = inhibition above about 50%
# STEP block – STEP (human) phosphatase inhibition. inhibition, % at 20 µM. P54829. recombinant STEP, OMFP fluorogenic substrate, fluorescence. 360,000 compounds, 0.25% hits;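 active = inhibition at 20 µM, scaled per plate between control wells, above about 37%, limit read from the data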;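 note: 0% = DMSO with enzyme and substrate and 100% = substrate only without enzyme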
#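 Assay system: isolated STEP enzyme. Buffer or medium: pH 6.0 Bis-Tris with DTT and Tween 20. Also added: fluorogenic phosphatase substrate OMFP at 25 µM final. Dosing: 20 µM, 1% DMSO. Timing: 20 min reaction, room temperature, in the dark. Measured by: fluorescence intensity, excitation 480 nm, emission 540 nm. Evaluation: normalized % inhibition.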
# NadD block – NadD (S. aureus) enzyme inhibition; 360,000 compounds, 0.78% hits; inhibition, % at 20 µM; purified NadD enzyme, colorimetric absorbance read-out; in the data active = inhibition above about 26%; note: some compounds past the cut are filed as inactive
# LMPTP block – blocks human LMPTP phosphatase | P24666 | inhibition, % at 20 µM | 360,000 compounds, 0.22% hits | recombinant LMPTP-A, OMFP fluorogenic substrate, fluorescence intensity;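 active = compounds that cut the enzyme signal by at least half of the control window in the single-dose screen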;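 note: plate controls were DMSO wells with enzyme plus substrate for no effect and substrate without enzyme for full effect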
#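 Test system: LMPTP-A phosphatase enzyme. Amount: LMPTP-A at 0.625 nM final in the reaction. Reagent: OMFP substrate, 400 µM final. Times: 50 min at room temperature. Signal: endpoint fluorescence intensity from OMFP dephosphorylation. Read-out basis: % inhibition. Benchmarks: no-enzyme and uninhibited controls.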
# Neddyl block – blocks human cullin neddylation; P61081+Q13564; TR-FRET cullin neddylation, biochemical; calls only at 25 µM; 360,000 compounds, 0.58% hits; AID 651699; in the data active = inhibition above about 36%
# Target sequence (P61081 whole entry, looked up): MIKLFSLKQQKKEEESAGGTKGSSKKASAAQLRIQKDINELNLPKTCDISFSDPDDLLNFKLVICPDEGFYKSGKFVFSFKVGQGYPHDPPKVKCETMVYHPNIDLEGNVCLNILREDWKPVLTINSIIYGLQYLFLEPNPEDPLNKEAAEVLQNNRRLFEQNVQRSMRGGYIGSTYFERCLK
# Target sequence (Q13564 whole entry, looked up): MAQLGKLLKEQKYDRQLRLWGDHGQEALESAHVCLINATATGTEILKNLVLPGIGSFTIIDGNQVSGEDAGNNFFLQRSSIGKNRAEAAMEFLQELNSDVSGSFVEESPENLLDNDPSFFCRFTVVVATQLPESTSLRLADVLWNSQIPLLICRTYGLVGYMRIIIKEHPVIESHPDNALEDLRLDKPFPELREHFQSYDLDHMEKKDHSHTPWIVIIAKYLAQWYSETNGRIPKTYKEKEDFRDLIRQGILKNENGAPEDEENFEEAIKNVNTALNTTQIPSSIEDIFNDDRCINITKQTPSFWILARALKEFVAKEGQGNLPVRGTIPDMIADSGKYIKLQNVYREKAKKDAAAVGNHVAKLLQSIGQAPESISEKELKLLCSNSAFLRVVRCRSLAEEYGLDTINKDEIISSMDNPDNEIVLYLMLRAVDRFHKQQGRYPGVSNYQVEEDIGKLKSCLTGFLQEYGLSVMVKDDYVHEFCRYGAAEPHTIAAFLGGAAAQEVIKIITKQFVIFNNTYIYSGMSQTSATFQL
# NRP1-CendR mod – NRP-1/CendR interaction modulation | inhibition, % at 25 µM | 360,000 compounds, 0.85% hits | AID 602438 | FAM-RPARPAR peptide binding to NRP-1, fluorescence polarization;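 active = inhibition or corrected inhibition above about 18%, plus a signal ratio from 0.5 to 1.5, limit read from the data, passing the limit was not always enough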; note: strong numbers were not always called active
# Active calls of the source: *; i = inactive; · = no result given.
item	Structure	LMPTP block	Scp1 inh	NadD block	Neddyl block	SUMO1-SIM PPI
1	Cc1ccc(NC(=O)CN(C)C(=O)COc2cc(F)ccc2[N+](=O)[O-])cc1	-0.6	-10.4	1.1	i	-5.6
2	CNC(=O)c1ccsc1NC(=O)c1ccc2c(c1)CCCC2	3.5	-12.9	-7.1	·	8.0
3	O=C(O)c1ccc(Cn2ccc3ccccc32)o1	1.0	8.1	3.3	i	1.1
4	CCc1ccc(C(=O)NC(CCSC)C(=O)O)cc1 (centres undefined)	-2.0	-1.2	-2.6	i	3.2
5	O=C(O)c1ccc(/C=N/NC(=O)c2cc3ccccc3cc2O)cc1	2.0	-10.4	3.3	i	-3.8
6	O=C(N/N=C/c1cc(Br)c(O)c(Br)c1)c1cccc(C(F)(F)F)c1	-0.8	-4.4	-0.9	i	-0.9
7	COc1ccc(-c2ocnc2C(=O)N2CCN(Cc3cccnc3)CC2)cc1	-0.3	-7.9	-2.8	i	3.6
8	COc1ccc(C(=O)O)cc1S(=O)(=O)NC1CCN(Cc2ccccc2)CC1	-0.8	-1.1	3.9	i	4.4
9	CCN(CC)c1ccc(/C=N/NC(=O)c2ccco2)c(O)c1	-0.2	-7.4	0.8	i	-24.5
10	Clc1cccc2c1CCN(Cc1nc(-c3cnccn3)no1)C2	0.5	-3.0	-3.3	i	1.5
11	C=CCN(C(=O)CSc1nc2c(sc3ccccc32)c(=O)n1CCN(CC)CC)c1ccccc1	2.7	1.6	-7.5	i	-7.0
12	O=C(CNC(=O)c1cccc(F)c1)N/N=C/c1cccs1	0.8	17.6	-7.7	i	-10.7
13	O=c1c2c([nH]c3ccccc13)CCCC2	0.3	-3.0	-1.1	i	2.7
14	O=C1c2cccc(OCc3ccc(F)cc3)c2CCN1Cc1ccccc1	4.7	-10.7	2.9	i	-2.3
15	CN(C)S(=O)(=O)c1ccc2c(c1)nc(CCC(=O)NCCc1ccc(Cl)cc1)n2C	-0.3	-1.6	-3.4	i	2.0

item	TbMetRS inhib	SKN-1 block	NRP1-CendR mod	STEP block	DNMT1 block
1	-0.2	-5.5	2.1	-3.3	-0.8
2	-1.2	4.9	-71.8	1.5	-21.1
3	-0.1	9.8	-17.2	1.1	0.8
4	-0.6	-4.4	0.1	-0.9	-0.9
5	4.9	1.1	-26.3	4.0	4.4
6	0.0	-11.6	-5.2	-2.3	73.6*
7	-0.1	2.4	9.5	-1.6	4.5
8	-0.1	-13.4	-4.2	2.1	3.4
9	-0.1	6.7	-58.3	0.3	-2.0
10	0.5	9.8	-9.9	-1.4	-2.2
11	-0.7	0.3	25.1*	4.6	-0.9
12	0.3	18.4	-8.9	3.0	10.8
13	0.3	6.5	-3.3	5.3	1.3
14	-0.3	13.8	3.1	5.9	-5.1
15	-0.1	-9.2	0.1	1.4	1.2

# (more compounds)
item	Structure	LMPTP block	Scp1 inh	NadD block	Neddyl block	SUMO1-SIM PPI
16	O=C(CC1(O)C(=O)N(Cc2ccccc2)c2ccccc21)c1ccncc1 (centres undefined)	-0.5	-10.1	-2.3	i	-16.1
17	O=C(Nc1ccc(Cl)c(Cl)c1)c1ccncc1	0.8	-1.8	-1.3	i	-2.5
18	O=C1CC2(CCN(C(=O)c3cccc(Cl)c3)CC2)Oc2ccccc21	0.3	-6.6	-7.5	i	0.1
19	O=C(O)C1CC=CCC1C(=O)Nc1ccc(S(=O)(=O)N2CCCc3ccccc32)cc1 (centres undefined)	-0.9	15.1	14.3	i	4.1
20	Cc1cc(C)nc(S/C=C/C(=O)c2ccccc2F)n1	-0.3	22.0	-10.2	i	1.9
21	COc1ccc(CCNS(=O)(=O)c2ccccc2[N+](=O)[O-])cc1OC	-1.8	-2.2	3.2	i	-11.7
22	N#Cc1c(NC(=O)CSc2nnnn2C2CCCC2)sc2c1CCCC2	1.0	-5.5	-1.1	i	-8.1
23	O=C(CN(C(=O)c1csnn1)c1ccccc1Cl)NCCc1ccccc1	0.1	-0.8	-3.8	i	-7.8
24	O=C(O)CCCC(=O)N1N=C(c2ccco2)CC1c1ccco1 (centres undefined)	-0.2	2.3	2.4	i	-5.9
25	CS(=O)(=O)N1CCN(c2ccc(C(=O)N3CCOCC3)cc2[N+](=O)[O-])CC1	-0.1	1.6	-0.6	i	-13.8
26	Cc1ccc(S(=O)(=O)N2CCC(C(=O)Nc3ccc4c(c3)COC4=O)CC2)cc1	0.8	-5.6	0.1	i	5.5
27	C=CCn1c(CNC(=O)c2ccccc2F)nnc1SCC(=O)NC(C)c1ccccc1 (centres undefined)	-0.2	-8.3	1.6	i	1.1
28	O=c1c2c(nc3n1CCCCC3)-c1ccccc1CC21CCCCC1	2.3	4.1	3.0	i	-0.9
29	NC(=O)NC(=O)CN1c2cccc3cccc(c23)S1(=O)=O	-0.1	-1.4	8.5	i	-9.6
30	COc1ccccc1OC(C)C(=O)N1CCC(Cc2ccccc2)CC1 (centres undefined)	-1.4	32.6	3.1	i	-3.2

item	TbMetRS inhib	SKN-1 block	NRP1-CendR mod	STEP block	DNMT1 block
16	-1.1	-12.4	0.5	-4.1	0.6
17	1.6	-0.5	6.0	12.7	-0.8
18	-0.4	-2.7	4.8	-2.3	4.3
19	-1.0	-8.8	-5.0	-0.2	-4.5
20	-0.9	0.8	-10.7	1.0	6.6
21	0.5	9.1	11.9	-2.7	1.7
22	-0.9	6.9	3.3	-0.5	-3.5
23	-0.3	0.0	6.1	1.0	-0.8
24	-1.3	-3.3	0.0	-1.0	3.7
25	-0.9	-2.1	0.6	-1.4	1.4
26	-1.2	-0.5	-18.4	-1.1	-3.3
27	0.2	13.3	11.5	-1.3	-0.6
28	0.0	15.8	-3.6	3.8	-3.0
29	0.7	12.1	6.9	-0.1	-2.1
30	-0.5	-4.5	4.5	-1.0	-0.7

# Continued:
item	Structure	LMPTP block	Scp1 inh	NadD block	Neddyl block	SUMO1-SIM PPI
31	CCOc1ccccc1NC(=O)N1CCC(c2nc3ccccc3[nH]2)CC1	-2.2	-3.8	1.8	i	0.0
32	COc1ccc(N(C(=O)c2snc(C(N)=O)c2N)C(C(=O)NCc2ccccc2)c2ccc(F)cc2)c(OC)c1 (centres undefined)	4.7	-5.9	11.4	·	-5.5
33	Cc1onc(C(=O)Nc2ccc(OC(F)(F)F)cc2)c1[N+](=O)[O-]	0.0	-3.8	-7.2	i	-7.6
34	COc1cc(CN2CC(C)CC(C)C2)cc([N+](=O)[O-])c1O (centres undefined)	-2.0	-1.4	-0.8	i	-16.6
35	ClC(CCN1CCN(Cc2ccccc2)CC1)c1ccccc1 (centres undefined)	-2.2	-8.9	-4.9	i	-0.1
36	C=CCN1C(=O)/C(=C\C=C2\N(C)c3ccccc3C2(C)C)SC1=S	21.0	-10.4	4.2	i	-4.0
37	CCn1c(SCC(=O)OC2CCCCC2)nc2ccccc2c1=O	1.5	-14.2	2.9	i	-3.0
38	CS(=O)(=O)CCC(C(=O)OCc1ccc(Br)cc1)N1C(=O)c2ccccc2C1=O (centres undefined)	-1.0	-7.1	-5.4	i	-6.2
39	O=C(Nc1ccc(S(=O)(=O)N2CCOCC2)cc1)C1CCN(S(=O)(=O)c2ccccc2)CC1	0.3	-0.1	2.0	i	-0.6
40	CC(=O)N1N=C(c2ccc(C)o2)CC1c1ccc(F)cc1 (centres undefined)	-2.3	-4.6	-2.4	i	0.5
41	Cc1ccn2c(=O)nc(SCC(=O)N3N=C(c4cccs4)CC3c3ccc(F)cc3)nc2c1 (centres undefined)	5.4	9.8	27.4	i	-21.5
42	Cc1ccc(C)c(NC(=S)NCCCN2CCOCC2)c1	-2.9	-3.0	-7.2	i	7.1
43	Cc1ccc(OCC(=O)NNC(=O)CSc2ncnc3sc(C)c(C)c23)cc1	1.8	-0.7	-6.5	i	-7.9
44	COc1ccc(CCN(C)C(=O)CCNC(=O)c2ccc(Br)cc2)cc1OC	-1.6	-4.5	-0.2	i	-1.2

item	TbMetRS inhib	SKN-1 block	NRP1-CendR mod	STEP block	DNMT1 block
31	4.0	1.4	-9.8	-1.7	0.7
32	0.1	9.0	-1.2	2.8	1.7
33	-0.9	7.9	9.0	-1.4	4.0
34	-0.4	-16.3	10.2	2.9	-2.5
35	-0.5	-4.5	-1.5	-1.1	-5.4
36	-0.7	71.0	-66.0	-129.3	0.2
37	-1.4	-7.3	8.6	0.4	0.9
38	0.9	-4.2	4.0	-1.4	-0.7
39	-0.2	10.6	3.0	0.6	-1.2
40	0.1	-4.5	-4.3	2.5	2.4
41	0.0	6.1	7.5	-0.9	0.2
42	-0.5	-11.1	-5.3	1.8	-0.6
43	-0.1	1.4	-8.2	-0.6	53.9*
44	-0.4	-0.3	12.7	0.6	1.5

# Seven compounds from above, arranged by SMILES length, rising:
item	Structure	LMPTP block	Scp1 inh	NadD block	Neddyl block	SUMO1-SIM PPI
17	O=C(Nc1ccc(Cl)c(Cl)c1)c1ccncc1	0.8	-1.8	-1.3	i	-2.5
14	O=C1c2cccc(OCc3ccc(F)cc3)c2CCN1Cc1ccccc1	4.7	-10.7	2.9	i	-2.3
34	COc1cc(CN2CC(C)CC(C)C2)cc([N+](=O)[O-])c1O (centres undefined)	-2.0	-1.4	-0.8	i	-16.6
16	O=C(CC1(O)C(=O)N(Cc2ccccc2)c2ccccc21)c1ccncc1 (centres undefined)	-0.5	-10.1	-2.3	i	-16.1
8	COc1ccc(C(=O)O)cc1S(=O)(=O)NC1CCN(Cc2ccccc2)CC1	-0.8	-1.1	3.9	i	4.4
26	Cc1ccc(S(=O)(=O)N2CCC(C(=O)Nc3ccc4c(c3)COC4=O)CC2)cc1	0.8	-5.6	0.1	i	5.5
25	CS(=O)(=O)N1CCN(c2ccc(C(=O)N3CCOCC3)cc2[N+](=O)[O-])CC1	-0.1	1.6	-0.6	i	-13.8

item	TbMetRS inhib	SKN-1 block	NRP1-CendR mod	STEP block	DNMT1 block
17	1.6	-0.5	6.0	12.7	-0.8
14	-0.3	13.8	3.1	5.9	-5.1
34	-0.4	-16.3	10.2	2.9	-2.5
16	-1.1	-12.4	0.5	-4.1	0.6
8	-0.1	-13.4	-4.2	2.1	3.4
26	-1.2	-0.5	-18.4	-1.1	-3.3
25	-0.9	-2.1	0.6	-1.4	1.4

# Assay outcomes as filed in PubChem BioAssay.
